Bcl-xL primary = inhibitors of human Bcl-xL, primary screen, biochemical, fluorescence polarization, HTS | Bcl-2-like protein 1 (Homo sapiens), Q07817 | GST-Bcl-xL / FITC-Bim BH3 peptide fluorescence polarization | inhibition, % at 10.9 µM | 320,000 tested, 0.7% active | AID 2129, 2009;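 active means inhibition above the mean of all tested compounds plus 3 SD, cutoff set per campaign, cut at about 30% in these data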;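 further: 0% = DMSO wells and 100% = unlabeled Bim-BH3 peptide competitor; inhibitors lower millipolarization by displacing the labeled peptide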
Target sequence (Q07817 whole entry, looked up): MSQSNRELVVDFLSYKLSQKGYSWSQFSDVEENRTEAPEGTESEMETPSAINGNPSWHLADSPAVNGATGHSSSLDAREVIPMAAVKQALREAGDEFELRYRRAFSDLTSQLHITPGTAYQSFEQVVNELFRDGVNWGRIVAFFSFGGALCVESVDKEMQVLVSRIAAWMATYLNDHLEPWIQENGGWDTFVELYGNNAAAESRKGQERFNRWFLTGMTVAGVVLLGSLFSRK
CIT2-GFP yeast = modulators of CIT2-GFP expression in yeast, primary screen, S. cerevisiae, GFP fusion, multiplex flow cytometry, MLPCN library; GFP response vs DMSO, % at 10 µM; S. cerevisiae CIT2-GFP strain, 3 h; 100 means same as DMSO wells; 320,000 tested, 0.065% active; AID 2029, 2009;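 active means GFP response relative to DMSO above a set limit, near the screen mean plus 3 SD, cut at about 150% in these data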;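 further: ratio of well median GFP fluorescence to mean of DMSO wells on the plate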
MCL1 BIM primary = inhibitors of MCL1 binding to BIM-BH3, primary screen, biochemical, fluorescence polarization | Induced myeloid leukemia cell differentiation protein Mcl-1 (Homo sapiens), Q07820 | GST-MCL1 / FITC-Bim-BH3 fluorescence polarization | inhibition, % at 10.9 µM | 320,000 tested, 0.68% active;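 active means inhibition above the mean inhibition of all tested compounds plus 3 SD, set per campaign, cut at about 40% in these data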;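 further: 0% = DMSO wells and 100% = unlabeled Bim-BH3 peptide control; higher means more loss of mP so more displacement of Bim peptide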
Target sequence (Q07820 whole entry, looked up): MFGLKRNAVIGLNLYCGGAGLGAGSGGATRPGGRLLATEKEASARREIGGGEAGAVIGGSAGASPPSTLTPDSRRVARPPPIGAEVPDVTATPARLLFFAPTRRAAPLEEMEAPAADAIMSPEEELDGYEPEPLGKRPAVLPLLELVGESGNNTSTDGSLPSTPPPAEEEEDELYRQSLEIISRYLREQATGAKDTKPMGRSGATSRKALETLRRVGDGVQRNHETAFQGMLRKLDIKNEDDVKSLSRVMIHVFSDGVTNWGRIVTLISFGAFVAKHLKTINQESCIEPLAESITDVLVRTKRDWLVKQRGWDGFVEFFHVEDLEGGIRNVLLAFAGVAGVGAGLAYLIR
GRK2 inh = compounds blocking aptamer binding on GRK2 – biochemical, human GRK2, bead flow cytometry, HTS, primary screen; Beta-adrenergic receptor kinase 1 (Homo sapiens), P25098; FAM-aptamer displacement from GRK2; inhibition of aptamer binding, % at 10 µM; 330,000 tested, 0.59% active; AID 488847, 2010;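 active means inhibition of aptamer binding above 40%, roughly 3 SD of noise, on plates passing a quality check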;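 further: median bead fluorescence of bound FAM aptamer so fluorescent compounds give negative values; no value below 0 was filed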
GLD-1 TGE inh = GLD-1/TGE RNA complex disruptors, primary screen, biochemical, fluorescence polarization. 320,000 tested, 0.44% active. purified GLD-1 + fluorescein TGE RNA. inhibition, % at 5.96 µM. Female germline-specific tumor suppressor gld-1 (Caenorhabditis elegans), Q17339. AID 2280, 2010;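 active means percent inhibition above a per-plate cutoff, the plate mean of test compounds plus 3 SD, cut at about 30% in these data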;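 further: 0% = DMSO wells with GLD-1 and probe and 100% = wells lacking GLD-1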
CR mimetic SO = reduction of superoxide in aged yeast, primary screen, HTS. S. cerevisiae aged cells, superoxide DHE fluorescence; hits give low values. superoxide response (% of plate mean), % at 10 µM. 330,000 tested, 0.18% active;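 active means superoxide response under a set limit, about three screen SD below normal, cut at about 65% in these data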;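 further: yeast aged for seven days with compound at 30 °C before DHE staining; 100% = average MFI of all compound-treated wells on the plate with controls excluded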
AGP1-GFP MLPCN = modulators of AGP1-GFP expression in yeast TOR pathway, primary screen, cell-based, multiplex flow cytometry, S. cerevisiae, MLPCN library; AID 2066, 2009; GFP response vs DMSO, % at 10 µM; 320,000 tested, 0.02% active; 3 h; GFP as percent of DMSO wells;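 active means GFP response relative to DMSO above a set limit, near screen average plus 3 SD, cut at about 150% in these data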;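 further: median GFP channel fluorescence of the gated AGP1 strain per well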
VLA-4 inh = inhibition in human VLA-4 binding assay, primary screen, VLA-4 allosteric modulator project, MLPCN library, flow cytometry, VLA-4 expressing cells | inhibition, % (about 7 µM as worked out from the volumes in the protocol) | Integrin alpha-4 (Homo sapiens), P13612 | ligand binding flow cytometry | 330,000 tested, 0.2% active; in the data active means inhibition above about 50%
MEX-5 binding = MEX-5 zinc finger RNA-binding disruptors – biochemical, C. elegans, fluorescence polarization, MLPCN library, primary screen; Zinc finger protein mex-5 (Caenorhabditis elegans), Q9XUB2; MEX-5/FITC-TCR2 RNA binding; hits give low values; activity score (negative = inhibition of binding), % at 10 µM; 300,000 tested, 0.38% active; AID 1832, 2009;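 active means inhibition past about -25% in most replicates, and total fluorescence under double the plate's negative control median, limit read from the data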;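 further: 0% = DMSO and -100% = 5 µM competing unlabeled TCR2 RNA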
Starred values were filed as active, the others as inactive; . = no result given.

canonical_smiles,Bcl-xL primary,CIT2-GFP yeast,MCL1 BIM primary,GRK2 inh,GLD-1 TGE inh,CR mimetic SO,AGP1-GFP MLPCN,VLA-4 inh,MEX-5 binding
O=C(NCc1cccnc1)Nc1ccccc1,6,111,11,0,2,98,106,1,0.4
Cc1ccc(C(=O)Nc2ncccc2O)o1,2,98,-1,2,-4,101,105,-4,-0.9
Cc1ccc(C(=O)N2c3ccccc3OCC2C)cc1 (stereo not given),3,102,3,1,-3,97,99,16,3.1
COc1cc(CNn2cn[nH]c2=S)ccc1OCC(=O)NC(C)(C)C,-2,101,-10,0,4,104,100,0,1.3
Cc1ccc(Cl)cc1N1CCN(CC(=O)NC2CCCc3ccccc32)CC1 (stereo not given),2,84,5,0,-5,107,94,2,-3.8
CC1=C(C)C(=O)N(C(C)CCc2ccccc2)C1=O (stereo not given),-1,95,0,1,-6,98,97,6,2.2
CCc1ccc(NC(=O)CCC(=O)N2CCSc3ccccc32)cc1,2,118,3,2,-1,109,106,-17,0.1
CCCNC(=O)Cn1nc(C(F)(F)F)c2c1CCCC2,3,71,5,2,5,95,82,5,-2.0
Cc1c(F)cccc1NC(=O)c1ccc2c(c1)CCN2S(C)(=O)=O,7,102,23,0,3,103,95,4,-3.5
CN(C(=O)COC(=O)c1cccc(F)c1)c1ccccc1,27,87,16,0,9,86,82,30,1.7
CC1CCCC(C)N1S(=O)(=O)c1ccc(NC(=O)CNCC2CCCO2)cc1 (stereo not given),2,102,4,5,-1,101,103,.,0.7
CC(=O)SCCC(=O)N1C(C)CCCC1C(=O)O (stereo not given),8,112,4,1,4,89,102,-5,0.3
CNc1snc(C)c1C(=O)OC(C)C(=O)Nc1ccccc1 (stereo not given),1,98,-1,2,9,103,96,3,.
Cc1cc(OCc2cc(C(=O)N(C)C(C)c3ccccn3)no2)cc(C)c1Cl (stereo not given),7,93,6,0,4,102,96,-1,0.6
COc1ccc(NC(=O)COC(=O)CCC2CCCC2)c(OC)c1,.,90,.,4,3,88,98,30,.
COCCSc1nnc(NC(=O)c2ccc(NC(C)=O)cc2)s1,2,89,-3,0,2,108,89,12,0.7
Cc1nc2c(sc3nc(N4CCOCC4)c4c(c32)CC(C)(C)OC4)c(-c2ccccc2)c1C(=O)O,-2,100,-4,7,-8,95,106,-7,-6.3
O=C(NCc1ccccc1)c1cc(S(=O)(=O)N2CCOCC2)ccc1F,-19,98,-44,1,-21,94,96,-31,3.3
CN(C)c1ccc(C(CN)c2c[nH]c3ccccc23)cc1 (stereo not given),13,90,1,0,4,114,95,0,-1.4
Cc1cc(C)n(-c2cccc(F)n2)n1,7,111,6,0,3,92,105,1,1.6

Next section:
canonical_smiles,Bcl-xL primary,CIT2-GFP yeast,MCL1 BIM primary,GRK2 inh,GLD-1 TGE inh,CR mimetic SO,AGP1-GFP MLPCN,VLA-4 inh,MEX-5 binding
COc1ccc(OC)c2sc(NNC(=O)C3COc4ccccc4O3)nc12 (stereo not given),8,108,8,2,3,109,98,-5,-0.6
CCN(CC(N)=O)S(=O)(=O)c1ccc(Br)cc1,-6,92,-6,1,0,112,99,39,0.4
CCCC/C(O)=C/c1nc2ccccc2[nH]c1=O,9,105,6,4,3,100,102,0,-3.6
O=C(N/N=C/c1ccccn1)c1cc(-c2ccncc2)nc2ccccc12,23,111,30,10,15,100,111,-1,-6.7
O=C(c1ccccc1F)N1CCCC(c2ccccc2)C1 (stereo not given),1,94,6,0,2,112,89,10,1.0
COc1ccc(-c2cc(C)no2)cc1S(=O)(=O)NCCCN(C)Cc1ccccc1,7,97,9,0,1,93,104,2,0.7
CC(=O)c1c(C)[nH]c(C(=O)N2CCN(S(=O)(=O)c3ccc(C)cc3C)CC2)c1C,5,96,4,0,6,92,105,15,.
CCN(CC)S(=O)(=O)c1cc(Br)ccc1OC,6,94,4,3,4,96,100,2,2.7
COc1ccc(OC)c(CNC(=O)C(C)n2nc(C)c3c(C)n(-c4ccccc4)nc3c2=O)c1 (stereo not given),-2,94,-3,0,5,88,105,10,-1.8
CCOc1ccc(C(=O)CCC(=O)N2CCN(c3ncccn3)CC2)cc1,1,99,-19,0,-12,108,97,-61,4.8
Cn1c(CCN2CCN(c3ccccc3)CC2)nc2cc(NC(=O)c3ccco3)ccc21,5,108,12,7,2,104,106,-13,-2.7
Cc1cc(C)c2[nH]c(O)c(N=NC(=O)c3cc4c(s3)CCCC4)c2c1,3,97,7,1,-2,75,90,0,1.5
CCCCCCCCCCCCCCCC(=O)OC/C=C(C)/C=C/C=C(C)/C=C/C1=C(C)CCCC1(C)C,3,93,-3,0,6,119,102,29,.
NC(=O)CC1C(=O)N(c2ccccc2)C(=S)N1NC(=O)c1ccccc1 (stereo not given),.,94,.,1,.,103,98,25,1.8
Cc1cc(NS(=O)(=O)c2ccc(NC(=O)Nc3ccc4c(c3)OCO4)cc2)no1,7,92,2,0,4,108,91,-20,-1.0
CCC(C)C(NS(=O)(=O)c1ccc(C)cc1)C(=O)Oc1ccc2c3c(c(=O)oc2c1)CCC3 (stereo not given),1,104,-4,1,2,90,106,14,-1.0
CC(=O)c1ccc(C(C)(C)c2ccc(C(C)=O)s2)s1,1,93,3,3,3,95,100,5,0.5
C/C(=C\c1ccccc1)C(=O)N1CCN(c2cccc(C(F)(F)F)c2)CC1,4,106,4,2,10,121,105,11,-3.3
CCCCCn1c(CN2CCN(c3cc(Cl)ccc3C)CC2)nc2c1c(=O)[nH]c(=O)n2C,-3,98,-6,0,2,88,95,-6,0.1
CN1CCN(c2ccccc2NC(=O)c2cccc(OCc3ccccc3)c2)CC1,0,101,1,0,5,114,105,14,0.3

Following part.
canonical_smiles,Bcl-xL primary,CIT2-GFP yeast,MCL1 BIM primary,GRK2 inh,GLD-1 TGE inh,CR mimetic SO,AGP1-GFP MLPCN,VLA-4 inh,MEX-5 binding
CC(C)OCCCNC(=O)CN1C(=O)/C(=C/c2ccccc2F)Oc2ccccc21,-1,99,6,0,-1,109,96,-2,1.4
CCOC(=O)c1cc(-c2ccccc2)sc1NC(=O)COC(=O)c1ccc(Cl)c(S(N)(=O)=O)c1,1,105,-3,4,-5,102,103,-3,-0.8
CC(C)C(=O)N(c1cc2sc(=O)oc2c2ccccc12)S(=O)(=O)c1cccs1,11,97,19,6,13,103,98,-3,1.4
CCCN1CCN(C(=O)Cn2cnc3sc(C)c(S(=O)(=O)N4CCC(C)CC4)c3c2=O)CC1,2,86,2,0,4,98,93,8,0.0
C[C@@]12CCC[C@H](O1)[C@@H]([C@H](O)c1ccccc1)O2,.,98,.,1,-2,102,94,-4,.
O=C(COc1ccc(Br)cc1)NCCNC(=O)c1ccccn1,2,103,-5,2,-2,100,100,2,-3.7
CN(Cc1nc(-c2ccc(Cl)cc2)no1)C(=O)c1ccc2c(c1)OCO2,2,76,2,0,7,99,90,38,3.5
CCCN=CC1=C(O)CC(c2ccccc2)CC1=O (stereo not given),3,88,5,1,-3,93,94,1,-0.8
c1ccc(-c2ccc3nnnn3n2)cc1,2,103,10,3,5,110,106,-7,1.5

11 consecutive entries out of the list so far:
canonical_smiles,Bcl-xL primary,CIT2-GFP yeast,MCL1 BIM primary,GRK2 inh,GLD-1 TGE inh,CR mimetic SO,AGP1-GFP MLPCN,VLA-4 inh,MEX-5 binding
CCC(C)C(NS(=O)(=O)c1ccc(C)cc1)C(=O)Oc1ccc2c3c(c(=O)oc2c1)CCC3 (stereo not given),1,104,-4,1,2,90,106,14,-1.0
CC(=O)c1ccc(C(C)(C)c2ccc(C(C)=O)s2)s1,1,93,3,3,3,95,100,5,0.5
C/C(=C\c1ccccc1)C(=O)N1CCN(c2cccc(C(F)(F)F)c2)CC1,4,106,4,2,10,121,105,11,-3.3
CCCCCn1c(CN2CCN(c3cc(Cl)ccc3C)CC2)nc2c1c(=O)[nH]c(=O)n2C,-3,98,-6,0,2,88,95,-6,0.1
CN1CCN(c2ccccc2NC(=O)c2cccc(OCc3ccccc3)c2)CC1,0,101,1,0,5,114,105,14,0.3
CC(C)OCCCNC(=O)CN1C(=O)/C(=C/c2ccccc2F)Oc2ccccc21,-1,99,6,0,-1,109,96,-2,1.4
CCOC(=O)c1cc(-c2ccccc2)sc1NC(=O)COC(=O)c1ccc(Cl)c(S(N)(=O)=O)c1,1,105,-3,4,-5,102,103,-3,-0.8
CC(C)C(=O)N(c1cc2sc(=O)oc2c2ccccc12)S(=O)(=O)c1cccs1,11,97,19,6,13,103,98,-3,1.4
CCCN1CCN(C(=O)Cn2cnc3sc(C)c(S(=O)(=O)N4CCC(C)CC4)c3c2=O)CC1,2,86,2,0,4,98,93,8,0.0
C[C@@]12CCC[C@H](O1)[C@@H]([C@H](O)c1ccccc1)O2,.,98,.,1,-2,102,94,-4,.
O=C(COc1ccc(Br)cc1)NCCNC(=O)c1ccccn1,2,103,-5,2,-2,100,100,2,-3.7
